HKDC1 inhibitor – blocks human hexokinase HKDC1 activity; Q2TB90; actives 0.16% (n = 340,000); recombinant HKDC1, G6PDH/diaphorase resazurin coupled fluorescence; AID 493160; inhibition, % at 20 µM;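 active means inhibition above about 35% when tested at 20 µM, limit read from the data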;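 further: plate controls were DMSO wells with enzyme for no effect and DMSO wells lacking enzyme for full effect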
Target sequence (Q2TB90 whole entry, looked up): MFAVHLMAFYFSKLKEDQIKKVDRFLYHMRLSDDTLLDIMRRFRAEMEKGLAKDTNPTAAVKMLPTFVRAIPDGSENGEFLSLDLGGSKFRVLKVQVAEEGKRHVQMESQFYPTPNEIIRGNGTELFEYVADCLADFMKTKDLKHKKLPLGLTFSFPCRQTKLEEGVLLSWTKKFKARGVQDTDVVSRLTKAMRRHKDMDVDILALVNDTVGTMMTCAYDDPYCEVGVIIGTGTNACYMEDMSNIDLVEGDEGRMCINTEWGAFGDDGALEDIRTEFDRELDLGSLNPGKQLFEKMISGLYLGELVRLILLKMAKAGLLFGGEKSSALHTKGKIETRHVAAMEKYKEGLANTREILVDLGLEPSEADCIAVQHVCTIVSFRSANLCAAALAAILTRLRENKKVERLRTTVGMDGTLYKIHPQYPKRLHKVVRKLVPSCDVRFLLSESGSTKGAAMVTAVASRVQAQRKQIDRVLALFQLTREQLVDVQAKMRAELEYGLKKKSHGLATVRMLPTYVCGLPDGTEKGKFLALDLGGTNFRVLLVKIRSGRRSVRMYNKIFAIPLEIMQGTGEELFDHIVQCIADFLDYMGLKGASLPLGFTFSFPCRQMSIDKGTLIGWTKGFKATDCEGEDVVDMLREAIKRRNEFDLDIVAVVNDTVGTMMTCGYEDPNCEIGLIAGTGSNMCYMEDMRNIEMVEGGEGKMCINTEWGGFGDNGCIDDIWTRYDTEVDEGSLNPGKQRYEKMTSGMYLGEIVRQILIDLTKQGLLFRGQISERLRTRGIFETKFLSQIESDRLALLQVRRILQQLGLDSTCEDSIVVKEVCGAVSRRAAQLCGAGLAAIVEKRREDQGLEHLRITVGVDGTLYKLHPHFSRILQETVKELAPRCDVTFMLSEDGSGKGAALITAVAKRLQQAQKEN
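Test system: recombinant HKDC1 (HK5) hexokinase enzyme, produced in-house; Amount: enzyme 5 µg/mL final; Buffer or medium: Tris pH 8.0 buffer with MgCl2, Tween-20, BSA, BME; Reagent: glucose and ATP substrates; Doses: 20 µM test compound, 1% DMSO; Incubation: 90 min reaction incubation at room temperature, dark; Detection: resorufin fluorescence at 613 nm.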
Gli-Sufu block – blocks Gli-Sufu signaling in a luciferase reporter; AID 588413; inhibition, % at 5 µM; actives 0.74% (n = 340,000); Sufu-KO-LIGHT fibroblasts, Gli luciferase reporter luminescence;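 active means inhibition above about 55%, limit read from the data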;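 further: 0% = DMSO-treated cells and 100% = wells with medium but no cells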
Active calls of the source: *.

SMILES | HKDC1 inhibitor | Gli-Sufu block
CN(C)c1nc(N(C)C)c2cnn(C)c2n1 | -2 | 5
C=C1C(=O)OC2CC1C(O)CC(C)=CCCC(C)=CC(O)CC2C (configuration not stated) | 5 | 20
CCOC(=O)COc1ccccc1/C=C\[N+](=O)[O-] | 1 | -11
O=C1[C@H](Cc2ccccc2)NCCCC[C@@H](c2ccco2)N1Cc1ccccc1 | -2 | 11
Cc1ccc(-c2cn3cccc(C)c3n2)cc1 | -2 | -2
O=C(N/N=C/c1ccc(N2CCCCC2)o1)c1ccccc1 | 3 | -1
O=C(Cc1ccc(Cl)cc1)Oc1cccc2cccnc12 | 2 | 17
Oc1ccc(C(=Nc2ccccc2)c2ccccc2)c(O)c1 | 0 | 0
c1ccc2cc3c(NCCN4CCOCC4)ccnc3cc2c1 | 19 | -9
O=C(Cn1nc2ccccc2n1)N/N=C/c1cc(Cl)cc([N+](=O)[O-])c1O | -14 | -8
O=C(O)CCCCCN1C(=O)/C(=C/c2cn(-c3ccccc3)nc2-c2cccs2)SC1=S | 5 | -1
Cc1cc(=O)[nH]c(NN=C2CCCCC2C)n1 (configuration not stated) | -6 | 7
C=C(C1=CCN(S(=O)(=O)C(C)(C)C)[C@@H]1CCO)c1ccccc1 | 0 | 7
CCCCCCCCCCCCCCCC[N+](C)(C)Cc1ccc(F)cc1 | 4 | 40
CC(C)(C)c1ccc(OCC(=O)Nc2ccc3c4c(cccc24)C(=O)NC3=O)cc1 | -5 | -4
Cc1ccc(CN2CC(C(=O)N(CC(C)C)c3c(N)n(Cc4ccccc4)c(=O)[nH]c3=O)CC2=O)cc1 (configuration not stated) | 1 | 4
O=C(Cn1cc(COc2c(F)c(F)c(Br)c(F)c2F)nn1)c1ccc(O)cc1 | -3 | 2
COc1ccc(N2N=NN(C(C)C)C2=C(Cl)c2nnnn2-c2ccc(OC)cc2)cc1 | 3 | -18
C=CCn1c(NS(=O)(=O)c2ccccc2)c(S(=O)(=O)c2ccc(C)cc2)c2nc3ccccc3nc21 | 3 | 6
CC(=O)O[C@@H](C[C@@H](C)C1=C2C[C@H](O)C3[C@@]4(C)CCC(=O)C(C)(C)C4CC[C@]3(C)[C@@]2(C)CC1)[C@H]1OC1(C)C (some centres not stated) | 2 | 2
CN(C(=O)c1cccc(NC(=O)Cc2ccc(NC(=O)C3CCCN(C(=O)C4CCCC4)C3)cc2)c1)C1CCC1 (configuration not stated) | 1 | -12
O=C(O)c1cccc2c1-c1ccc([N+](=O)[O-])cc1C2=O | 2 | -7
Cc1ccc(NC(=O)c2ncn(CCCNCCCN(C)C)n2)cc1C | 9 | -3
CSc1nc2c([nH]1)c(=S)n(C)c(=O)n2C | -3 | 6
Oc1ccc(Cc2ccccc2Cl)c(O)c1 | 2 | -3
COc1ccc(OC)c(NC(=O)CSc2ncnc3sc(C)cc23)c1 | 15 | 11
CC1=C(c2ccccc2)C=NNCC1=O | 14 | 4
C#CCOCCOCCOCCNc1nc(N2CCN(C(=O)Cn3cc(CCO)nn3)CC2)nc(N2CCN(C(=O)[C@H]([C@@H](C)CC)n3cc(CCCCN)nn3)CC2)n1 | 0 | -10
COc1cc2c(c3ccccc13)CCCC2=O | 11 | -9
Nc1cc([N+](=O)[O-])ccc1OCc1ccccc1 | -6 | -68

A second format for 6 compounds above.
Under each structure: HKDC1 inhibitor	Gli-Sufu block
> CCOC(=O)COc1ccccc1/C=C\[N+](=O)[O-]
    1	-11
> Oc1ccc(C(=Nc2ccccc2)c2ccccc2)c(O)c1
    0	0
> CN(C)c1nc(N(C)C)c2cnn(C)c2n1
    -2	5
> CSc1nc2c([nH]1)c(=S)n(C)c(=O)n2C
    -3	6
> c1ccc2cc3c(NCCN4CCOCC4)ccnc3cc2c1
    19	-9
> O=C(Cn1cc(COc2c(F)c(F)c(Br)c(F)c2F)nn1)c1ccc(O)cc1
    -3	2

Back to the main list; the four compounds before the break are reprinted first.
SMILES | HKDC1 inhibitor | Gli-Sufu block
CC1=C(c2ccccc2)C=NNCC1=O | 14 | 4
C#CCOCCOCCOCCNc1nc(N2CCN(C(=O)Cn3cc(CCO)nn3)CC2)nc(N2CCN(C(=O)[C@H]([C@@H](C)CC)n3cc(CCCCN)nn3)CC2)n1 | 0 | -10
COc1cc2c(c3ccccc13)CCCC2=O | 11 | -9
Nc1cc([N+](=O)[O-])ccc1OCc1ccccc1 | -6 | -68
CCOc1ccccc1C(=O)N[C@H](C(=O)OCC(=O)Nc1nnc(-c2ccccc2)o1)C(C)C | -11 | 3
Cn1cnc([N+](=O)[O-])c1S(=O)(=O)Oc1ccc(Cl)cc1 | 6 | 1
O=C1/C(=C\c2ccc(O)c(O)c2)C(c2ccccc2)=NN1c1ccccc1 | 12 | 26
CN1C[C@@H]2[C@@H]3C(=O)N(Cc4ccccc4)C(=O)[C@@H]3[C@](C)(C1=O)N2C(=O)c1ccc(C(C)(C)C)cc1 | -4 | -6
O=C(O)C1(Nc2ccc(Br)cc2)CCCC1 | -2 | 2
COc1ccc(S(=O)(=O)N2CCOCC2)cc1C(=O)NCC(c1ccccc1)c1ccccc1 | -2 | -3
COc1ccc(NC(=O)c2ccc(NC(=O)C3COc4ccccc4O3)cc2)c(OC)c1 (configuration not stated) | -4 | 5
O=C(C[n+]1cnn(CC(=O)c2ccc(Cl)cc2Cl)c1)c1ccc([N+](=O)[O-])cc1 | -23 | 9
NN=C1c2ccccc2C(=O)C1C(=O)C(c1ccccc1)c1ccccc1 (configuration not stated) | -4 | 8
O=C1CN(C(=O)Cn2ncc(Cl)c(Cl)c2=O)c2ccccc2N1 | 6 | 31
COC(=O)c1cc2c(=O)c3ccccc3oc2nc1/C=C/N(C)C | -2 | 1
Cc1cc(Br)ccc1NC(=O)CN(C)C(=O)C1CCN(C(=O)c2ccc(Cl)cc2)CC1 | -7 | -3
CNc1nc(N/N=C/c2cc([N+](=O)[O-])ccc2F)nc(Nc2ccccc2)n1 | 8 | 4
CCOc1ccc(OCc2ccc(C(=O)N/N=C(\C)c3ccccn3)cc2)cc1 | -16 | 83*
CCc1ccccc1NC(=O)CSc1nc2n[nH]c(C)c2c(=N)n1-c1ccc(OC)cc1 | 0 | 6
CC(=O)C1(C)C(=O)N(c2ccc(C)cc2)C(=O)N1c1ccc(C)cc1 (configuration not stated) | -1 | -11
CC[n+]1ccccc1/C=C/c1ccc(N(C)C)cc1 | 0 | 81*
Cc1nc(-c2ccccc2)cn(O)c1=O | -7 | -8
Cc1ccc(N=Cc2ccccc2O)cc1Cl | -2 | -7
CCOC(=O)C1=CN(Cc2ccccc2)CCC1=O | -10 | -12
COc1ccc2c(=O)cc(-c3ccncc3)oc2c1OC | -8 | -5
O=C(CNC(=O)OCc1ccccc1)OC(c1ccccc1)c1ccccc1 | 1 | 25
CC1(C)OC(C(O)(c2ccccc2)c2ccccc2)[C@@H](C(O)(c2ccccc2)c2ccccc2)O1 (some centres not stated) | 9 | -25
O=C(CSc1nc2c(c(=O)n1-c1ccc(Cl)cc1)SCC2)Nc1nccs1 | -2 | 9
COc1ccc(C(=O)/C=C/c2cn(CC(O)CN3CCOCC3)c3ccccc23)cc1 (configuration not stated) | -4 | 18
CCOC(=O)C=C(OC(=O)c1ccc(OC)cc1)c1ccccc1 | -3 | 8
CC(C)(C)N(Cc1ccccc1)C(=O)COC(=O)C1CC(=O)N(Cc2ccccc2)C1 (configuration not stated) | 1 | 4
O=C(Nc1ccc(F)cc1)Nc1cccnc1 | 5 | 2
Cc1cc(OC(=O)c2ccc(S(=O)(=O)N3CCOCC3)cc2)c([N+](=O)[O-])c(=O)[nH]1 | -6 | -2
CCSc1nc(N)nc2c1ncn2C1OC(CO)C(O)C1O (configuration not stated) | -3 | 6
O=C(c1ccc(S(=O)(=O)N2CCCCC2)cc1)N1CCN(Cc2ccc3c(c2)OCO3)CC1 | -6 | -17
NC(N)=Nc1nc2ccc(Cl)cc2c(=O)[nH]1 | -5 | -6
CSc1nc2[nH]c(=O)n(O)c(=O)c2n1Cc1ccccc1 | -14 | 7
C=C(C)CN=CC1(C)CCC(C)=CO1 (configuration not stated) | -3 | 2
O=C(O)c1cccc(-c2ccccc2)c1O | 0 | 5
C(=Cc1c[nH]c2ccccc12)c1nccc2ccccc12 | 10 | -1
O=C(/C=C/c1ccccc1)c1ccc(NC2=NCCCS2)cc1 | 6 | 5
CCn1c(O)c(/C=N/NC(=O)c2ccncc2)c(=O)n(CC)c1=S | 11 | 3
CCc1nnc(NC(=O)c2cc(S(=O)(=O)N3CCOCC3)ccc2N2CCCCC2)s1 | -3 | -4
NC1=NC(=O)/C(=C/c2ccccc2OS(=O)(=O)c2ccc3ccccc3c2)S1 | -9 | -1
O=[N+]([O-])c1cccc(COc2cccc(CN3CCOCC3)c2)c1 | -2 | 30
O=C(OCc1nnc(-c2ccccc2)o1)C12CC3CC(CC(Br)(C3)C1)C2 | -2 | -4
CC(C)(C)OC(=O)N1CCCC(C(=O)Nc2ccc(C(=O)NCCc3ccccc3)cc2)C1 (configuration not stated) | -7 | -19
COc1cc(CC(CC(=O)c2ccc3c(c2)OCO3)C(=O)O)cc(OC)c1OC (configuration not stated) | -5 | 0
CCOC(=O)C1=C(O)/C(=C/c2cn(CC(=O)N3CCCC3)c3ccccc23)SC1=Nc1ccccc1 | 2 | 8
CC(C)CN1CCC(CN2CCNC(=O)C2=O)CC1 | -3 | 6
CCCCN1CCC(CN2C(=S)NC[C@@H]2CC(C)C)CC1 | -3 | 15
O=C(Cc1cccc(NC(=O)C2CCCN(C(=O)C3CCCC3)C2)c1)Nc1cccc(C(=O)N2CCOCC2)c1 (configuration not stated) | -6 | 3
O=c1[nH]c2c(c(=O)n1-c1ccccc1)CCO2 | -5 | 3
CN(c1ccccc1)S(=O)(=O)c1cc(C(=O)OCC(=O)c2c(N)n(C)c(=O)n(C)c2=O)ccc1Cl | 1 | 2
NC(=O)c1ncn([C@@H]2O[C@H](CNCc3cccn3-c3ccncc3)[C@@H](O)[C@H]2O)n1 | -6 | -15
O=S(=O)(O)c1cccc2c(N=Nc3ccc(O)c4ncccc34)cccc12 | 10 | 12
O=C(Nc1cccc2ccccc12)OCc1ccccc1 | 2 | -26
CCCCCC(=C/c1ccccc1)/C=N/Nc1ccc(S(=O)(=O)N2CCOCC2)cc1[N+](=O)[O-] | -6 | 1
O=c1[nH]c2ccc(Cl)cc2[nH]1 | -8 | -2
CCCOC(=O)Cn1c(=O)c2cc3c(=O)n(CC(=O)OCCC)c(=O)c3cc2c1=O | 2 | -1
CC1CCC(O)(C(C(=O)O)c2ccccc2)CC1 (configuration not stated) | -5 | 1
Cc1ccc(NC(=O)c2ncn(CCCN3CCN(c4ncccn4)CC3)n2)cc1C | -2 | 4
CC(Cc1ccccc1)N(C)C(=O)CN1C(=O)c2ccccc2C1=O (configuration not stated) | 2 | -2
Cc1nc(N2CCN(Cc3ccc4c(c3)OCO4)CC2)c2oc3ccccc3c2n1 | -1 | -9

Next part
SMILES | HKDC1 inhibitor | Gli-Sufu block
Cc1ccc(C2C(C(=O)c3sc(-c4ccccc4)nc3C)=C(O)C(=O)N2CCN(C)C)o1 (configuration not stated) | 1 | 2
COc1cccc(CN(CCC(C)C)S(=O)(=O)c2cc(Br)ccc2Br)c1 | -4 | 39
Nc1ccc(-c2nnn(Cc3ccccc3)n2)cc1 | -6 | -34
O=C1Nc2ccc(Br)cc2/C1=N\N=C\C1=C(N2CCOCC2)C(=C/c2ccccc2)/CC1 | 13 | 20
O=C1C(Br)=C(c2ccccc2)C(c2ccccc2)=C1c1ccccc1 | 17 | 5
CCOC(=O)CNS(=O)(=O)c1cc(-c2n[nH]c(=O)c3ccccc23)ccc1C | 2 | -4
Cn1c(=O)c2nc(NCc3ccccc3)sc2n(C)c1=O | -4 | 2
CCSc1nnc(NC(=O)CSc2nnc(Cc3cccn3C)n2-c2ccc(F)cc2)s1 | 0 | 19
C[C@]12CC[C@H](O)CC1=CCC1C2CC[C@@]2(C)C1CC[C@@H]2NC(=O)[C@@H](N)Cc1cnc[nH]1 (some centres not stated) | -6 | 4
Cc1cc(C)nc(Nc2n[nH]c(COc3cccc4ccccc34)n2)n1 | -7 | 25
NC(=S)NN=C(c1ccc(Br)cc1)C1CC1 | -3 | 0
COC(=O)[C@@H](Cc1ccccc1)NS(=O)(=O)N[C@H](Cc1ccccc1)C(=O)OC | -7 | -1
Cc1ccc2[nH]c(C)cc(=S)c2c1 | 1 | -33
O=C(Nc1ccc2oc(-c3cccnc3)nc2c1)c1ccc([N+](=O)[O-])o1 | 5 | 27
NC(=S)n1[nH]c(-c2ccc([N+](=O)[O-])cc2)c(N=Nc2cccc([N+](=O)[O-])c2)c1=O | -5 | 49
Cc1ccc(C(=O)Nc2cccc(S(=O)(=O)N3CCCCC3)c2)cc1S(=O)(=O)N1CCOCC1 | -1 | 11
CC(SC(C)C(=O)NN=Cc1ccc(F)cc1)C(=O)NN=Cc1ccc(F)cc1 (configuration not stated) | -4 | 1
CN(C)S(=O)(=O)c1cccc(C(=O)Nc2cc(S(=O)(=O)N3CCOCC3)ccc2N2CCCC2)c1 | -11 | 5
O=C(O)COc1ccc(C=C2SC(=S)N(c3ccccc3)C2=O)cc1 | 15 | -1
Cc1nc([N+](=O)[O-])c(Br)n1CC(=O)c1cccc([N+](=O)[O-])c1 | 6 | -7
Cc1ccc(C=NNc2nc3c([nH]2)c(=O)n(C)c(=O)n3C)cc1 | -8 | 9
CC(=NO)C1CCC2C3CCC4=CC(=NO)CCC4(C)C3C(O)CC12C (configuration not stated) | -7 | -5

This is a subset. The share of hits here may be higher or lower than overall.
